# rCAG binder: binders of r(CAG) RNA repeats, primary screen, biochemical, fluorescence; r(CAG) RNA repeat, TO-PRO-1 dye displacement fluorescence; 1.3% of 370,000 active; AID 651821, 2012; inhibition, % at 3 µM;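 active means inhibition above the plate cutoff, the mean of all test compounds on that plate plus 3 SD, cut at about 35% in these data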;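 further: 0% = DMSO alone and 100% = 100 µM mitoxantrone as full dye displacement; higher means more dye released from RNA so lower well fluorescence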
# SIAE primary: human SIAE inhibitors, primary screen, biochemical, fluorescence polarization, FP-Rh probe, 1536-well HTS | Sialate O-acetylesterase (Homo sapiens), Q9HAT2 | SIAE FP-Rh probe binding | inhibition, % at 9.66 µM | 0.69% of 370,000 active;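 active means inhibition above a cutoff: mean of compounds within the control limits plus 3 SD of those, cut at about 17% in these data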;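 further: 0% = plate median of compound wells and 100% = probe without SIAE protein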
# TCR CD3 inh: inhibitors of human TCR-CD3 interaction, primary screen, biochemical, fluorescence, TAMRA-labeled TCR probe; inhibition, % at 9.4 µM; 0.37% of 360,000 active; T-cell receptor (TCR); in the data active means inhibition above about 19%;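 further: recombinant mutant TCR 2C K166C tagged with TAMRA read by polarization; 0% = receptor in buffer alone and 100% = receptor with positive control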
# NR1D1 modulator: modulators of Rev-erb alpha DNA binding, primary screen, biochemical, FITC-DNA, fluorescence polarization, uHTS | Rev-erbα–FITC-DNA binding, 90 min | activity, % at 10 µM | 0.79% of 370,000 active | AID 1259318, 2017;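 active means activity above about 14%, limit read from the data; passing the limit was not always enough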;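 further: 0% = DMSO wells with 35 nM protein and 100% = DMSO wells with 750 nM protein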
# TDP2 inh: human TDP2 enzyme inhibitors, primary screen, biochemical, epi absorbance, recombinant enzyme; Tyrosyl-DNA phosphodiesterase 2 (Homo sapiens), O95551; 0.34% of 370,000 active; T5PNP hydrolysis, p-nitrophenol absorbance 415 nm; inhibition, % at 12.8 µM;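 active means inhibition above the mean of all tested compounds plus 3 SD, set per campaign, cut at about 25% in these data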;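 further: 0% = DMSO with enzyme and 100% = buffer with substrate but no TDP2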
#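 Test system: human TDP2 enzyme; Input: 120 nM TDP2 per well; Buffer or medium: Mg2+-containing Tris-HCl buffer, pH 7.5; Reagent: 5 mM T5PNP; Dosing: 12.8 µM single point, 1% DMSO; Incubation: reaction 2 h, 37 °C; Detection: p-Nitrophenol epi absorbance; Read-out: % inhibition relative to enzyme-containing and enzyme-free wells; Replicates: single well per compound.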
# ABHD4 inh: ABHD4 inhibitors, primary screen, biochemical, fluorescence polarization, mouse; purified mABHD4, FP-Rh probe fluorescence polarization; 0.54% of 370,000 active; (Lyso)-N-acylphosphatidylethanolamine lipase (Mus musculus), Q8VD66; inhibition, % at 8.92 µM; AID 720543, 2013;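 active means inhibition exceeding the mean over every tested compound plus 3 SD, cut at about 30% in these data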;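 further: 0% = plate median of compound wells and 100% = S159A mutant with DMSO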
# Target sequence (Q8VD66 whole entry, looked up): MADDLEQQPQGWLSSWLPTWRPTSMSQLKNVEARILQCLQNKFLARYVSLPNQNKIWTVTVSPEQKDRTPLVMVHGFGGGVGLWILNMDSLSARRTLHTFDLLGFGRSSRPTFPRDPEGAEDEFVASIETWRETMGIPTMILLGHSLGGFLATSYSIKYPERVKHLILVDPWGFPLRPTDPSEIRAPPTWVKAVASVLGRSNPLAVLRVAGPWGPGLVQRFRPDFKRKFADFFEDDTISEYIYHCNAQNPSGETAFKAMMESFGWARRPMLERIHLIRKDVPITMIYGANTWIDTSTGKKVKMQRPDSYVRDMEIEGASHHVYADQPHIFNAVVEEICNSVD
#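 Test system: mouse ABHD4 enzyme, wild type. Reagent: FP-Rh fluorescent activity-based probe, added after compound pre-incubation. Timing: pre-incubation 45 min, probe exposure 60 min, at 25 °C. Technique: FP readout, ex 525 nm / em 598 nm. Benchmarks: high control S159A mutant with DMSO, low control median of compound wells.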
# HTRA1 inhibitor: HTRA1 serine protease inhibitors, primary screen, biochemical, fluorescence polarization, HTS | inhibition, % at 5.96 µM | 0.5% of 340,000 active | recombinant HTRA1, FP-rhodamine activity-based probe; in the data active means inhibition above about 36%;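 further: 0% = enzyme with DMSO and 100% = wells lacking enzyme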
# Target sequence (Q92743 whole entry, looked up): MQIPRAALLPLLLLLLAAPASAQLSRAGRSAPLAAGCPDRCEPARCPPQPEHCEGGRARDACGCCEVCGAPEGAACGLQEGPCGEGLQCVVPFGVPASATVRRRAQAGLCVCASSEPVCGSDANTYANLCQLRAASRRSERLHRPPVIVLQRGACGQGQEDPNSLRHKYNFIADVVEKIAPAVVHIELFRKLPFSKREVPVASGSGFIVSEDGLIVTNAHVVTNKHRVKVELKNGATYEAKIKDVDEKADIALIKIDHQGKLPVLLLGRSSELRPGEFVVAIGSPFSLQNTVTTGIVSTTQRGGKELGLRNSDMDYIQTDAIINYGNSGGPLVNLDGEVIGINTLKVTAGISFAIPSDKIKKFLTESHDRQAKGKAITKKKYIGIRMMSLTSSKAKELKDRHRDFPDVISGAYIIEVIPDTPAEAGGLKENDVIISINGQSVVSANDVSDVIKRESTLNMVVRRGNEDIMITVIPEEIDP
# PRMT1 FP inh: PRMT1 methyltransferase inhibitors, primary screen, biochemical, fluorescence polarization. Protein arginine N-methyltransferase 1 (Homo sapiens), Q99873. recombinant PRMT1, activity-based probe fluorescence polarization. inhibition, % at 2.79 µM. 1.3% of 370,000 active;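 active means inhibition above about 21% made by adding two undisclosed values, limit read from the data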
# PG9 Ab binder: binders of HIV-1 gp120 antibody PG9, primary screen, biochemical, TR-FRET. HIV-1 gp120 / PG9 antibody interaction. TR-FRET gp120-PG9 antibody binding. inhibition, % at 6.7 µM. 0.43% of 360,000 active; in the data active means inhibition above about 8.5%
# LEDGF integ inh: blockers of LEDGF/p75-dependent integrase strand transfer – biochemical, TR-FRET, high throughput, primary screen. TR-FRET IN-LEDGF/p75 DNA integration, Eu/Cy5. inhibition, % at 3.7 µM. AID 743269, 2014. 0.64% of 370,000 active;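 active means inhibition above the screen-wide mean plus 3 SD, cut at about 13% in these data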;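 further: signal is the Cy5 over europium emission ratio at 671 and 618 nm; 0% = plate median of compound wells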
# Numbers without * were called inactive; · = not tested or not shown; & = joins results of further samples.
# Preview, 2 compounds:
canonical_smiles	rCAG binder	SIAE primary	TCR CD3 inh	NR1D1 modulator	TDP2 inh	ABHD4 inh	HTRA1 inhibitor	PRMT1 FP inh	PG9 Ab binder	LEDGF integ inh
CCN1C(=O)[C@H]2[C@H]3CN=C(SCc4ccccc4)N3[C@@](CC)(C(=O)OC)[C@H]2C1=O	0	0	-3	-9	-9	5	5	-1	-0.5	2
COc1cccc(C=C2Cc3ccccc3C2=O)c1	3	-14	0	12	4	-9	·	1	-1.1	-3

# The whole of this part, from the first entry:
canonical_smiles	rCAG binder	SIAE primary	TCR CD3 inh	NR1D1 modulator	TDP2 inh	ABHD4 inh	HTRA1 inhibitor	PRMT1 FP inh	PG9 Ab binder	LEDGF integ inh
CCN1C(=O)[C@H]2[C@H]3CN=C(SCc4ccccc4)N3[C@@](CC)(C(=O)OC)[C@H]2C1=O	0	0	-3	-9	-9	5	5	-1	-0.5	2
COc1cccc(C=C2Cc3ccccc3C2=O)c1	3	-14	0	12	4	-9	·	1	-1.1	-3
Cc1ccc(S(=O)(=O)N2CCOCC2)cc1NC(=O)CSc1nc(N)cc(=O)[nH]1	5	0	0	-3	0	4	-5	23*	-1.3	1
COc1cc(/C=C2/SC(=S)N(CC3CCCO3)C2=O)ccc1O (configuration not stated)	30	-123	-59	3	-3	-141	-155	0	-2.8	2
CC(=O)c1c(C)[nH]c(C(=O)NCc2ccccc2)c1C	2	26*	3	4	1	0	-1	-2	-0.1	1
CCn1c(=O)c2cc(C(=O)N3CCN(C)CC3)sc2c2ccccc21	0	6	-6	2	-8	1	-1	1	0.3	-1
COc1cc(-c2csc(NC3CCCCC3)n2)cc(OC)c1OC	3	2	-1	-3	2	10	1	-1	-1.3	-1
Cc1ccc(S(=O)(=O)NCC(=O)OCc2ccccc2)cc1	-3	-1	0	1	13	-2	10	-1	0.5	-4
CCN(CC)CCNC(=O)Cc1c(C(=O)O)n(CC)c2ccccc12	-4	4	11	-4	-18	-1	-3	-2	-0.8	-2
O=C(NCCNS(=O)(=O)c1cccc(C(F)(F)F)c1)c1cc(OCC(F)(F)F)ccc1OCC(F)(F)F	-4	-2	-1	-3	-7	2	1	-2	-2.3	1
O=C(c1ccc2ccccc2c1)N1CCN(c2ccc([N+](=O)[O-])c(N3CCOCC3)c2)CC1	-3	-2	7	-5	2	-4	-14	0	-0.2	-3
CCOCC(=O)Nc1nc(-c2ccccc2)c(CC)s1	4	0	-3	2	4	0	-10	-2	1.4	0
Cc1nc2ccc(NC(=O)c3ccc(Cl)nc3)cc2s1	1	2	-3	2	4	1	-1	0	-3.1	1
COc1ccccc1CN1CCNC(=O)C1CC(=O)NC1CCCCCC1 (configuration not stated)	-5	-1	-7	-4	-1	13	0	1	-2.9	-4
O=C(Oc1cccnc1)c1ccc(Cl)cc1	-2	-1	4	-2	-4	0	-5	0	-0.1	0
CC(C)C(=O)Nc1c(-c2ccccc2Cl)c(=O)c2ccccc2n1C	12	3	-2	6	9	9	4	0	-0.1	-4
C=CCNC(=O)C(C#N)c1nc2ccccc2nc1N1CCCCCC1 (configuration not stated)	2	2	-1	0	-3	5	0	6	-1.0	0
COc1cc(OC)cc(C2=Cc3ccccc3C(CC(C)=O)N2c2ccc(C#CC3(O)CCCCC3)cc2)c1 (configuration not stated)	6	0	4	-4	3	-14	·	1	1.0	-3
COc1ccc(C)cc1Nc1ncnc2c1nnn2Cc1ccccc1Cl	0	5	-7	-1	-9	2	-6	3	0.6	-1
CN(C(=O)c1cccc(NC(=O)Cc2cccc(NC(=O)C3CCCN(C(=O)C4CCCC4)C3)c2)c1)C1CC1 (configuration not stated)	4	6	4	-8	3	-1	-2	5	-1.4	-4
Cc1cc(N2CCN(C(=O)OC(C)(C)C)C[C@H]2C)ccc1N1C[C@@H](C)O[C@@H](C)C1	-3	8	0	3	3	7	·	5	-0.9	-4
COc1ccc(Nc2ncnc3c2oc2ccccc23)cc1	0	-2	-1	-1	-2	2	-4	2	0.5	1
FC(F)(F)c1ccc(Cl)c(-n2c(-c3cc(-c4ccco4)[nH]n3)n[nH]c2=S)c1	23	-1	12	-1	9	11	-4	25*	2.7	4
O=C(NNC(=O)c1sccc1-n1cccc1)Nc1ccc(F)cc1	3	0	-5	2	0	5	4	6	-0.5	-9
FC(F)(F)c1nnc2sc(-c3cccs3)nn12	4	-3	-2	-2	-10	0	7	1	1.0	-1
O=C1/C(=C/c2ccccc2)SC(=S)N1C1CCS(=O)(=O)C1 (configuration not stated)	-2	6	-3	0	8	-2	5	1	-0.9	1
Cc1ccc(S(=O)(=O)N2CCCCC2)cc1NC(=O)CSc1nnc(N)s1	7	4	2	1	4	-7	-12	-1	0.3	4
Cc1cccc2cc(CN(Cc3ccco3)C(=O)NC3CCCCC3)c(=O)[nH]c12	-8	0	-2	2	-17	-2	-2	1	-3.9	4
COc1ccc(C)cc1NC(=O)CN(C)S(=O)(=O)c1ccc2c(c1)n(C)c(=O)c(=O)n2C	2	7	-9	-2	-1	-5	7	5	1.6	1
COc1ccc(OC)c(C2C(C(=O)c3ccco3)=C(O)C(=O)N2CC2CCCO2)c1 (configuration not stated)	1	4	0	1	13	2	0	-4	1.5	3
COc1ccc(-c2cn3ccccc3n2)cc1	-1	0	-5	-3	12	1	-2	17	-0.7	-3
C[C@H](NC(N)=O)C(=O)Nc1ccc2c(c1)OCO2	4	2	3	-5	5	5	10	4	-1.3	-4
CCOC(=O)C1CCN(C(=O)CSc2n[nH]c(=O)[nH]c2=O)CC1	1	-6	1	5	-10	1	1	2	0.4	0
O=C(CSc1nnnn1-c1ccccc1F)NNC(=O)c1ccco1	-1	-1	7	-5	-8	0	1	-1	0.1	-4
CN[C@H]1C[C@H]2c3cc(-c4ccccc4C)ccc3CCN2C[C@H]1[C@H](C)O	6	-1	·	-5	-13	-4	·	-4	·	4
O=C(O)c1cccc2c1-c1ccc(Cl)cc1C2	1	4	-1	0	7	6	-2	1	1.4	5
CC(/C=N/Nc1nc(C)cc(=O)[nH]1)=C\c1ccccc1	4	3	-3	4	-11	-1	5	2	-5.7	-1
NC(=S)N/N=C/c1ccccc1OCCSc1ccc(Cl)cc1	3	-9	3	1	2	-26	-46	2	-2.9	0
CC1CC(N(C(=O)C2CC2)c2ccccc2)c2ccccc2N1C(=O)C1CC1 (configuration not stated)	-10	4	3	4	-3	8	4	-3	1.1	3
Cc1ccc(C(=O)Nc2nccc(C)n2)cc1	-2	-4	6	-3	17	-5	5	-4	1.2	3
c1ccc(C2[C@H]3CN(Cc4cccnc4)[C@H](c4ccccc4)C34CC2(c2cccnc2)C4)cc1 (some centres not stated)	-2	1	-5	4	-1	9	-44	-2	-0.1	2
Cc1ccccc1NC(=S)NCCO	1	-4	-3	3	2	-1	0	4	-1.4	-4
COc1ccc(-c2cn(-c3ccccc3)c3[n+]2CCS3)cc1	2&2	15&-3	5&-5	-3&-2	10&-17	0&-8	1&0	-3&4	-0.6&1.6	2&-3
COc1cc(OC)cc(-n2nnnc2SCC(=O)NCc2ccc3c(c2)OCO3)c1	-5	4	-2	-4	-2	-3	-6	-3	0.2	-2
CCOC(=O)N1CCN(C(=S)NC(=O)c2ccc(F)c(F)c2)CC1	-1	1	-2	2	3	-3	-5	4	2.1	2
COc1ccc(-c2cc(NC=O)c3ncc(-c4cccc(C(F)(F)F)c4)n3c2)c(OC)c1	8	-7	-4	8	0	-3	·	-1	-2.1	1

# Complete entries, looked up by structure:
# Profile of `O=C(O)c1cccc2c1-c1ccc(Cl)cc1C2` : rCAG binder: 1; SIAE primary: 4; TCR CD3 inh: -1; NR1D1 modulator: 0; TDP2 inh: 7; ABHD4 inh: 6; HTRA1 inhibitor: -2; PRMT1 FP inh: 1; PG9 Ab binder: 1.4; LEDGF integ inh: 5
# Profile of `CC1CC(N(C(=O)C2CC2)c2ccccc2)c2ccccc2N1C(=O)C1CC1` (configuration not stated) : rCAG binder: -10; SIAE primary: 4; TCR CD3 inh: 3; NR1D1 modulator: 4; TDP2 inh: -3; ABHD4 inh: 8; HTRA1 inhibitor: 4; PRMT1 FP inh: -3; PG9 Ab binder: 1.1; LEDGF integ inh: 3

# In the list so far, these have a COOH group:
canonical_smiles	rCAG binder	SIAE primary	TCR CD3 inh	NR1D1 modulator	TDP2 inh	ABHD4 inh	HTRA1 inhibitor	PRMT1 FP inh	PG9 Ab binder	LEDGF integ inh
CCN(CC)CCNC(=O)Cc1c(C(=O)O)n(CC)c2ccccc12	-4	4	11	-4	-18	-1	-3	-2	-0.8	-2
O=C(O)c1cccc2c1-c1ccc(Cl)cc1C2	1	4	-1	0	7	6	-2	1	1.4	5

# Only part of the results is shown. The share of hits here may be higher or lower than overall.
